# All columns: NCI-60 one-dose screen, growth in % after 48 h at 10 µM unless noted; 100 = growth as untreated, 0 = no growth, -100 = all killed.
# CAKI-1 – CAKI-1 renal cancer | hit rate 4.7% among 75,000 | AID 1794772
# ACHN – ACHN renal cancer; hit rate 4.9% among 81,000
# RXF 393 – RXF 393 renal cancer cells; hit rate 6.9% among 77,000; AID 1794773
# A498 – A498 renal cancer cells; hit rate 5.4% among 76,000; AID 1794774
# SNB-75 – SNB-75 CNS cancer. hit rate 5% among 79,000. AID 1794750
# SF-268 – SF-268 CNS cancer cells; hit rate 3.1% among 82,000; AID 1794759
# SNB-19 – SNB-19 CNS cancer cells; AID 1794751; hit rate 2.5% among 81,000
# SF-539 – SF-539 CNS cancer; AID 1794752; hit rate 6.8% among 81,000
# The depositor's hits bear a star; / = not tested or not shown; & = joins results of further samples. How the source made its calls: active means growth percent below 10; inactive means the rest.
Molecule	SNB-75	RXF 393	CAKI-1	SF-268	ACHN	SNB-19	A498	SF-539
O=C(NC1CCCCCCC1)c1ccc(S(=O)(=O)N2CCCCC2)cc1	92	82	113	125	100	87	86	92
CCN(c1ccc2c(c1)C(C)(C)CCC2(C)C)c1ccc(C(=O)O)cn1	94	111	94	93	96	107	111	96
Oc1c(C=C2N=c3ccccc3=N2)sc(=S)n1N1CCOCC1	84	92	91	102	99	102	87	100
CCOC(=O)c1c(NCC(=O)Nc2ccccc2Cl)sc(C(C)=O)c1C	83	101	93	108	102	95	102	92
COc1cc(CNc2oc(-c3ccccc3)c(-c3ccccc3)c2C#N)cc(CN2CCN(C)CC2)c1O	52	43	66	70	66	83	-8.0*	71
CC(=O)CCSc1ccc(OC(C)=O)cc1	87	109	/	96	103	98	96	97
COc1ccc(-c2ccc(-c3ccc(C(=N)N)s3)s2)cc1Cl	/	-87*	68	77	17	35	65	66
NC(=O)c1[nH]cnc1/N=N/N1CCCC1	79	100	70	102	103	101	98	101
COC(=O)CCC(CCC(=O)OC)(CCC(CCC(=O)OC)(CCC(=O)OC)[N+](=O)[O-])[N+](=O)[O-]	134	111	90	99	108	96	92	99
CN(C)CCOC(=O)C(C)(C)C	100	102	105	121	98	99	103	109
CCCC/C=N/NC(=S)NCc1ccccc1	86	106	100	102	99	96	/	94
CN1C(=O)C2(NN=C(c3cccc4ccccc34)S2)c2ccccc21 (centres undefined)	73	79	26	38	31	34	47	49
CC(C)(C)C1=NN(c2ccccc2)C(=O)C1	106	125	/	112	106	102	78	109
Cn1c(=O)c2c(nc(-c3cccc(OCCCCl)c3)n2C)n(C)c1=O	84	93	93	94	91	/	54	89
CCOC(=O)c1c(NC(=O)c2cccc(C(F)(F)F)c2)sc2c1CCCC2	98	/	87	102	104	100	107	92
COc1ccc(S(=O)(=O)NC2C3c4ccccc4C(c4ccccc43)C2O)cc1 (centres undefined)	76	101	80	91	101	98	72	103
Cc1nc2ccccc2c(=O)n1-c1cccc(OCc2cn(-c3ccc(O)cc3)nn2)c1	102	109	/	94	105	95	/	103
CCCCCCCCCCCCCCC1(C(=O)O)CCOC1=O (centres undefined)	104	118	97	95	108	/	102	105
COc1ccc(-c2nc(SCC(C)C)nc(N/N=C(/C)c3ccc(Cl)cc3Cl)c2C#N)cc1	77	76	84	84	84	85	60	85
Clc1ccc2c(NCCNc3nc(-c4ccccc4)cc(-c4ccccc4)n3)ccnc2c1	-72*	-88*	/	-60*	-97*	-52*	93	-81*

# An excerpt from above, limited to ACHN.
SMILES | ACHN
COC(=O)CCC(CCC(=O)OC)(CCC(CCC(=O)OC)(CCC(=O)OC)[N+](=O)[O-])[N+](=O)[O-] | 108
CN(C)CCOC(=O)C(C)(C)C | 98
CCCC/C=N/NC(=S)NCc1ccccc1 | 99
CN1C(=O)C2(NN=C(c3cccc4ccccc34)S2)c2ccccc21 (centres undefined) | 31

# (next part)
Molecule	SNB-75	RXF 393	CAKI-1	SF-268	ACHN	SNB-19	A498	SF-539
CN1CCN(CCNC(=O)n2cc(-c3ccncc3)c(-c3cc(O)cc(Cl)c3)n2)CC1	38	64	84	65	75	69	82	42
CC1(C)Cc2c(Br)c(Br)c(Br)c(OCC(O)CN3CCOCC3)c2O1 (centres undefined)	94	71	/	105	93	100	84	93
CCOP1(=O)CC(C)=C(Cl)C(P(=O)(O)O)C1 (centres undefined)	82	96	110	109	101	106	113	105
CN(CCc1ccccn1)c1ccccc1	92	120	/	124	102	102	109	94
CCc1ccc2c(c1)N(CCO)C1=C(C(=O)OC1)C2c1ccc(Cl)c(Cl)c1 (centres undefined)	79	91	92	96	90	97	96	96
Clc1ccc2cc(-c3nc4ccccc4[nH]3)c(Cl)nc2c1	87	103	79	90	82	89	76	98
CC(=O)N1N=C(c2ccc(Nc3nc(Nc4ccc(Cl)cc4)nc(Nc4ccc(Cl)cc4)n3)cc2)CC1c1ccc([N+](=O)[O-])cc1 (centres undefined)	62	19	52	75	61	79	81	67
Nc1c(C(=O)Nc2ccccc2C(F)(F)F)sc2nc3c(cc12)CCC3	97	85	101	106	100	98	95	100
Cc1cc(OCCO)cc(C)c1Cl	124	134	115	109	116	106	102	111
O=C(O)c1ccccc1NS(=O)(=O)c1cccc(-n2sc3ccccc3c2=O)c1	93	125	97	108	83	109	98	107
O=C1Nc2ccccc2/C1=N/n1c(N/N=C/c2nc(Br)cs2)n[nH]c1=S	69	103	81	95	98	98	124	101
CCC(OC(C)C)OC(C)C	85	114	84	104	90	102	104	102
COc1ccc(-c2cn3ccnc3c(-c3ccc4ncn(C5CCCCC5)c4c3)n2)cc1	-26*	-8.5*	/	50	39	32	-12*	-43*
CC1(C)CC(=O)C=C(NCCO)C1	103	113	115	114	104	103	135	103
CCOC(=O)c1c2c(cn1S(=O)(=O)c1ccccc1)-c1nc(N)sc1CC2	79	72	54	85	69	77	51	96
Cc1ccc(C(=O)C[n+]2ccn(CC(=O)Nc3cccc4cccnc34)c2)cc1	45	90	92	83	101	80	70	88
OCCNCCNC(Cc1ccc(Cl)cc1)c1ccccc1 (centres undefined)	73	84	84	89	96	97	90	73
CN1CCN(C(=O)N/C(N)=N/c2nc3ccccc3s2)CC1	90	56	40	102	65	89	69	72
CCC(c1ccccc1)C(CC)c1ccc(O)c(O)c1 (centres undefined)	86	106	101	92	96	116	110	/
O=C1/C(=C/c2ccc(Cl)c(Cl)c2)CN(C(=O)C(Cl)Cl)C/C1=C\c1ccc(Cl)c(Cl)c1	-71*	-80*	-74*	-65*	-100*	-94*	-91*	-93*

# Following part
Molecule	SNB-75	RXF 393	CAKI-1	SF-268	ACHN	SNB-19	A498	SF-539
Cc1cc(Cl)ccc1Nc1nc(C(F)(F)F)ccc1C(=O)NCC(=O)N/N=C/c1c(Cl)cccc1Cl	98	107	0.1*	31	58	90	83	79
CC(=O)Oc1ccc2cc(-c3cccnc3)c(=O)oc2c1	87&97	111&110	103&95	108&94	97&101	109&97	92&86	99&116
CNC(=O)c1cc(Oc2ccc(NC(=O)c3nc(S(C)(=O)=O)n(C)c3-c3ccc(F)cc3)cc2)ccn1	43	58	/	70	46	85	38	86
COc1ccc(-c2nnc(N3CCN(C(=O)CN4CCN(c5ccc(OC)cc5)CC4)CC3)nc2-c2ccc(OC)cc2)cc1	66	-35*	/	-32*	55	96	98	32
O=C(CCl)NCCCN1CCN(CCCNC(=O)CCl)CC1	95	103	97	108	108	105	100	102
COc1ccc(/C=C(/C(=O)NS(=O)(=O)c2ccc(Cl)cc2)c2cc(OC)c(OC)c(OC)c2)cc1OC	95	99	95	105	97	108	65	115
O=C1/C(=C\c2ccc(O)cc2)Sc2c(F)cccc21	87	98	93	92	96	100	108	91
CN1CCN(Cc2ccc(C(=O)Nc3cccc(Nc4ccc5cc(O)ccc5n4)c3)cc2C(F)(F)F)CC1	-11*	-88*	-28*	-26*	-57*	-54*	148	-96*
Cc1c2c(cn1Cc1ccccc1)CCc1cn[nH]c1-2	92	88	84	90	100	87	108	93
COC12C=C/C(=C(/C(=O)OCc3ccncn3)C(=O)CCCCCCCCC3(OC)C=C/C(=C(/C(=O)OCc4ccncn4)C(=O)CCCCCCCC1)O3)O2	49	-77*	-28*	-3.7*	-75*	7.8*	-86*	-18*
COc1ccccc1/C=C1\Oc2ccc(O)cc2C1=O	98	108	88	99	107	100	/	96
O=C1OC(=O)C2C3CC(c4ccccc43)C12 (centres undefined)	89	116	/	123	90	107	110	103
Nc1cccc(-c2nc3sccn3c2-c2ccnc(NCCNS(=O)(=O)c3ccc(F)cc3)n2)c1	/	97	75	88	78	92	84	102
NN(c1cccc(C(F)(F)F)c1)c1ccccn1	70	/	97	108	107	103	99	106
C=CCn1c(SC/C(=N\O)c2ccc(Br)cc2)nnc1-c1c[nH]c2ccccc12	94	81	74	95	82	92	/	86
O=C(CSc1nc2ccccc2c(=O)n1-c1ccccc1)Nc1ccc(S(=O)(=O)Nc2ccc(Cl)nn2)cc1	73	98	92	100	98	96	106	103
CC(C)N(C(N)=O)c1ccc2c(c1)OCO2	91	110	93	116	98	102	91	107
CN(C)S(=O)(=O)n1cnc([C@@H]2[C@H]3C(=O)OC[C@@H]3C[C@@]23N=CN(Cc2ccccc2)C3=O)c1	101	115	97	84	109	108	/	93
COC(=O)/C=C1/SC(=Nc2ccc(F)cc2)N(CCc2c[nH]c3ccc(O)cc23)C1=O	43	32	52	46	34	47	50	45
O=C1C=CC(=Nc2ccc(O)c3ncccc23)c2cccnc21	58	/	94	76	68	87	96	115

# More results follow.
Molecule	SNB-75	RXF 393	CAKI-1	SF-268	ACHN	SNB-19	A498	SF-539
O=C(c1ccc(Br)cc1)C(Br)C(c1ccc(Cl)cc1)C(c1ccccc1)[N+](=O)[O-] (centres undefined)	89	77	89	90	102	94	88	96
COc1ccc(C2N=C(N)NC(Nc3nn[nH]n3)=N2)cc1 (centres undefined)	103	104	92	117	103	98	101	97
O=C1CC2(CCN(c3c(Cl)cncc3-c3ccc(N4CCOCC4)cc3)CC2)C(=O)N1	134	101	109	98	81	90	97	88
CCCCCCCCCCCCCCCCCCNC(=S)NCCCCCCCCCCCCCCCCCC	94	119	90	105	100	104	94	106
C=C(CC(=O)O)C(=O)O	90	102	96	97	114	100	/	103
CC1(C)CNC(C(=O)O)C1 (centres undefined)	84	126	99	99	93	100	103	95
C/C(=N\NC(=O)CSc1nc2ccccc2c(=O)n1CCc1ccc(S(N)(=O)=O)cc1)c1ccc([N+](=O)[O-])cc1	73	89	72	65	100	64	80	74
COc1ccc(CSc2nnc(-c3cccs3)n2-c2ccccc2)cc1	84	99	80	101	98	93	91	98
COC(=O)C(c1ccccc1)C(Cl)(Cl)Cl (centres undefined)	90	79	80	109	102	100	85	106
CCOc1ccccc1N=C1NC(=O)CS1	93	112	98	99	108	106	104	98
Oc1cccc(-c2nc3sccn3c2-c2ccccc2)c1	64	81	76	101	89	95	131	92
O=C(N1CCOCC1)C12OC3CC(CC(C3)O1)O2	119	108	103	101	109	105	/	104
N#Cc1cn(-c2ccc(Cl)cc2Cl)c(C(=O)c2cccnc2)c1N	98	90	80	99	94	93	105	82
CCOC(=O)c1nc(Nc2ccc(NC(=O)Nc3ccc(Cl)cc3)cc2)c2ccccc2n1	66	103	87	105	96	98	91	97
CCc1ccc(OC(=O)CCl)cc1	90	113	101	95	102	108	88	99
OC(c1ccc(Cl)cc1)(c1ccc(Cl)cc1)C(O)(c1ccc(Cl)cc1)c1ccc(Cl)cc1	28	16	47	39	62	41	64	87
O=C(CSc1nc2c(c(=O)[nH]1)CCCC2)Nc1cccc(C(=O)O)c1	116	107	95	108	111	94	112	100
Cc1ccc2nc(-c3ccccc3)c3c(=O)n(C)c(=O)n(C)c3c2c1	111	125	94	106	92	97	96	103
CCCCC1CCCCN1C(=O)OCC(C)C (centres undefined)	106	116	105	106	103	109	114	102
Nc1nc(=O)n(C2CC(O)C(CO)O2)cc1Br (centres undefined)	114	117	77	123	118	/	132	107

# Whole records as entered above. Order of screens: SNB-75 | RXF 393 | CAKI-1 | SF-268 | ACHN | SNB-19 | A498 | SF-539
# C/C(=N\NC(=O)CSc1nc2ccccc2c(=O)n1CCc1ccc(S(N)(=O)=O)cc1)c1ccc([N+](=O)[O-])cc1 reads 73 | 89 | 72 | 65 | 100 | 64 | 80 | 74
# NC(=O)c1[nH]cnc1/N=N/N1CCCC1 reads 79 | 100 | 70 | 102 | 103 | 101 | 98 | 101
# O=C(CCl)NCCCN1CCN(CCCNC(=O)CCl)CC1 reads 95 | 103 | 97 | 108 | 108 | 105 | 100 | 102
# COC(=O)CCC(CCC(=O)OC)(CCC(CCC(=O)OC)(CCC(=O)OC)[N+](=O)[O-])[N+](=O)[O-] reads 134 | 111 | 90 | 99 | 108 | 96 | 92 | 99
# COc1cc(CNc2oc(-c3ccccc3)c(-c3ccccc3)c2C#N)cc(CN2CCN(C)CC2)c1O reads 52 | 43 | 66 | 70 | 66 | 83 | -8.0* | 71

# Later entries:
Molecule	SNB-75	RXF 393	CAKI-1	SF-268	ACHN	SNB-19	A498	SF-539
Cc1ccc(N=Nc2c(N)nn3c(-c4cc5cc(Br)ccc5oc4=O)ccnc23)cc1	61	-3.2*	81	16	54	-13*	52	-47*
Cc1c(-n2cc(-c3ccccc3)c3c(-n4[nH]c(=O)c(CC(=O)c5ccc(Cl)c(Cl)c5)c4-c4cccc([N+](=O)[O-])c4)ncnc32)c(=O)n(-c2ccccc2)n1C	50	56	35	63	71	71	84	80
C=CCc1cc2c(C)cc(=O)oc2c(C)c1OC(C)=O	87	109	97	106	97	114	130	87
Nc1nc(C(=O)OCCBr)cs1	73	106	93	112	103	107	101	108
COc1ccc(-c2nc(SCC(C)C)nc(N/N=C(/C)c3cccc(OC)c3)c2C#N)cc1	71	/	81	87	81	87	70	79
CS(=O)(=O)c1ccccc1N	103	128	100	117	97	115	95	93
Cc1ccc(/C(=N\c2sc(-c3ccccc3)nc2-c2ccccc2)N2CCc3ccccc3C2)cc1	101	97	82	99	97	102	117	94
Cc1cc2nc3c4cc(F)ccc4n(CC#N)c3nc2cc1C	74	93	65	81	74	88	109	52
Cn1c(=O)[nH]c(=O)c2nc(/C=C/c3cccc(C(F)(F)F)c3)c(=O)[nH]c21	90	99	99	100	100	103	95	100
COC(=O)C(CC(=O)Nc1ccc(F)cn1)c1ccc(C(F)(F)F)cc1 (centres undefined)	106	105	95	94	101	104	101	104
COc1cccc(/C=C/C(=O)O)c1	103	112	100	96	110	100	100	97
CC1=CC(C)(C)NC(=S)N1	90&96	110	85	102&106	99&113	100&104	114&105	98&160

# Screens from PubChem BioAssay.
